TDP1 inh: inhibitors of human tyrosyl-DNA phosphodiesterase TDP1. Q9NUW8. recombinant TDP1, AlphaScreen DNA substrate cleavage. Potency, µM (titrated, usually from 130 µM), inactives show top-dose activity change, negative = inhibition, most hits filed as inhibitors. hit rate 0.28% among 350,000. AID 485290; note: nearly all actives have a fitted effect of over 40% in size
Target sequence (Q9NUW8 whole entry, looked up): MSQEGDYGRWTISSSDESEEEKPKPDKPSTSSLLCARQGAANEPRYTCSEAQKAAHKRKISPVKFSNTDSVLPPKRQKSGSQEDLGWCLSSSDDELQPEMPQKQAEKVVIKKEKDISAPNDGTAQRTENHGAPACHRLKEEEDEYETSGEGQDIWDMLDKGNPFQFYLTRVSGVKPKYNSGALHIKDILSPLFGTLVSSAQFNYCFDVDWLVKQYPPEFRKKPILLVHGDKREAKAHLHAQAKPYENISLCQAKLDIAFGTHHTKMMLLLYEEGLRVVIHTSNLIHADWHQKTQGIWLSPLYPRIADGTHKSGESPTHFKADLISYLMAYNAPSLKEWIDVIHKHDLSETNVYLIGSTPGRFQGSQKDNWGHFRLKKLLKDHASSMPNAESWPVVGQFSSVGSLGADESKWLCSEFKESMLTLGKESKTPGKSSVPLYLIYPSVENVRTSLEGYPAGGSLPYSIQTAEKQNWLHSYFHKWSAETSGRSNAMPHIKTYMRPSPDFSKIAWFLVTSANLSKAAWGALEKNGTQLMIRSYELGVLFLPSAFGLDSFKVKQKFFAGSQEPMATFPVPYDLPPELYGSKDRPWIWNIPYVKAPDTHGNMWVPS
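Signal: AlphaScreen proximity between streptavidin donor and anti-FITC acceptor beads on intact substrate. Reaction: Tdp1 1 nM, substrate 15 nM final, 5 min RT after 15 min compound preincubation.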
GCN5L2 inh: GCN5L2 (KAT2A) acetyltransferase inhibition. Q92830. GCN5L2 HAT assay, ThioGlo1 CoA-SH fluorescence. Potency, µM (highest dose often 58.9 µM), inactives show at the highest dose activity change, negative = inhibition, most hits filed as inhibitors. hit rate 0.21% among 390,000. AID 504327
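Compounds, pin-transferred from DMSO stocks, meet 20nM GCN5L2 for 15 min before the reaction begins with H3(1-25) peptide (75uM) and acetyl-CoA (70uM). Thiol-reactive ThioGlo1 reports CoA release over 20 min at room temperature.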
DT40 TDP1 no CPT: qHTS for Inhibitors of human tyrosyl-DNA phosphodiesterase 1 (TDP1): qHTS in cells in absence of CPT; Potency, µM (doses to about 46.2 µM), inactives show top-dose activity change, negative = growth inhibition, usual class: inhibitors; DT40 Tdp1-/- hTDP1 cells, no CPT, ATP luminescence, 48 h; AID 686978, 2013; hit rate 15% among 420,000; note: nearly all actives have a fitted effect of over 55% in size
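Chicken DT40 Tdp1-/- cells complemented with human TDP1, screened without camptothecin (DMSO vehicle only), 400 cells/well. Compounds pin-transferred, cells incubated at 37 °C for at least 48 hr. Growth read as ATP-dependent luminescence (CellTiter-Glo, 30 min at RT).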
An asterisk follows results filed as active; ? = inconclusive; nt = not tested or not shown; [ ] = remark or other dose. Calls come from the whole dose curve; as a rule, active = well fitted curve in the direction sought with a large enough effect; inconclusive = small, poorly fitted or top-dose-only effect, or another doubt; inactive = no such curve, though single readings can be large; an effect the other way counts as inactive or inconclusive. % is set by controls: 0 for no effect and ±100 for the full control effect; potency is the fitted concentration of half-maximal effect.

SMILES	TDP1 inh	GCN5L2 inh	DT40 TDP1 no CPT
COC(=O)c1ccc2c(=O)sc(N3CCC(C(N)=O)CC3)nc2c1	2%	-21%	0%
Cc1n[nH]c(C)c1S(=O)(=O)N1CCOCC1	4%	?	-6%
C/C(CCc1ccccc1)=N\NC(=O)c1ccccc1[N+](=O)[O-]	5%	-8%	-5%
Cc1cc(C)n(C(=O)CN(C)S(=O)(=O)c2ccc([N+](=O)[O-])cc2)n1	nt	2%	2%
C=CCn1c(O)c(N=NC(=S)Nc2ccccc2C)c2cc(S(=O)(=O)N3CCOCC3)ccc21	8%	-1%	0.73µM*
COc1ccc(NCc2nc3ccccc3n2CCOc2ccccc2)cc1	11%	-17%	?
Cc1c(-c2ccnc3cc(C(=O)O)nn23)cnn1C	-3%	-11%	-16%
C/C(=N\NC(=O)c1nc2ccccn2c1C)c1ccco1	5%	-1%	-24%
Nc1nc(SCc2cccc([N+](=O)[O-])c2)n[nH]1	nt	-10%	18%
O=C(Nc1ccc(N2CCOCC2)cc1)c1cnsn1	9%	-1%	-23%
CSc1cccc(NC(=O)CCCn2c(=O)c3cccn3c3cccnc32)c1	4%	-4%	21µM*
O=C1CN(O)C=C2N=c3ccccc3=C2N1c1ccc([N+](=O)[O-])cc1	10%	-6%	0%
O=C(NCc1ccco1)/C(=C\c1ccccc1)NC(=O)c1ccccc1	2%[0.0935 µM]	-4%	6%
O=C(NCCCn1ccnc1)/C(=C/c1cccs1)NC(=O)c1ccco1	0%	-6%	17%
CCN(CC)C(=O)C1=C(C)NC(=S)NC1c1ccc(C)s1 (stereo unspecified)	5%	-4%	0%
COc1cc(NC(=O)COc2ccc(Cl)cc2)ccc1-c1cc2ccccc2oc1=O	0%	-5%	4.6µM*
CCOC(=O)CSc1[nH]c(=O)cc(C)c1C#N	0%	-3%	-10%
O=C(CSc1nc2ccccc2n1Cc1ccccc1Cl)NCc1ccccc1	9%	-6%	23µM*
Cc1cc(Nc2ccc(Cl)cc2)n2ncnc2n1	3%	-3%	9%
Cn1c(CNC(=O)c2ccc(Cl)cc2)nnc1SCC(=O)N1CCOCC1	2%	-4%	-10%

Quoted from the listing.
O=C(NCc1ccco1)/C(=C\c1ccccc1)NC(=O)c1ccccc1 – DT40 TDP1 no CPT: 6%
CCOC(=O)CSc1[nH]c(=O)cc(C)c1C#N – DT40 TDP1 no CPT: -10%
Cc1cc(Nc2ccc(Cl)cc2)n2ncnc2n1 – DT40 TDP1 no CPT: 9%
Cn1c(CNC(=O)c2ccc(Cl)cc2)nnc1SCC(=O)N1CCOCC1 – DT40 TDP1 no CPT: -10%
O=C1CN(O)C=C2N=c3ccccc3=C2N1c1ccc([N+](=O)[O-])cc1 – DT40 TDP1 no CPT: 0%
COc1cc(NC(=O)COc2ccc(Cl)cc2)ccc1-c1cc2ccccc2oc1=O – TDP1 inh: 0%

Later entries
SMILES	TDP1 inh	GCN5L2 inh	DT40 TDP1 no CPT
COC(=O)Cc1ccc(NC(=S)NCc2ccccc2)cc1	0%	34%[activator]	-29%
COc1ccc(/C=C/c2nnc(NC(=O)C(C)(C)C)s2)cc1	nt	?	?
Cc1cc(C)nc(NC(=O)c2ccc(Cl)cc2Cl)n1	3%	-10%	21%
COCCCNC(=S)Nc1ccc(OC(F)F)cc1C	5%	0%	1%
CC1=NN(c2nc(-c3ccc(C)cc3)cs2)C(=O)C1N=Nc1cccc(O)c1 (stereo unspecified)	2%	-16%	16µM*
COc1ccc(Cl)cc1NC(=S)NCCN1CCOCC1	5%	-4%	5%
CCC(=O)Nc1ccc(C(=O)NNC(=O)c2ccc(Cl)cc2)cc1	nt	-1%	-2%
CC(C)CN1CC2(CCN(C(=O)c3cnccn3)CC2)C1	nt	-1%	3%
Cc1ccc(CCNC(=O)c2cccc(N3CCCC3=O)c2)cc1	1%	-17%	-1%
O=C(c1cccnc1)N1CCN(S(=O)(=O)c2ccc(Cl)cc2)CC1	3%	3%	-2%
COc1ccc(CCNC(=O)COC(=O)c2ccc(Br)o2)cc1	-2%	-1%	-19%
O=C(Nc1cccc(C(F)(F)F)c1)N(Cc1ccc(Cl)cc1)CC(O)C(F)(F)F (stereo unspecified)	2%	-10%	?
CN(C)CCC(=O)c1ccc(F)cc1	nt	-2%	4.6µM*
COc1ccc(C(=O)NC(=S)NNC(=O)c2cnccn2)cc1	5%	2%	21µM*
CCOC(=O)Cn1nc(C)cc1NC(=O)c1ccncc1	3%	-1%	1%
Cc1cccc2cc(C#N)c(N3CCCC3)nc12	5%	0%	-8%
Cc1cccc(C)c1OCCCCN1CCNCC1	6%	-8%	-21%
COc1ccccc1C(=O)NCCC(=O)NCC1CCCO1 (stereo unspecified)	0%	-2%	10%
Cc1cn2c(=O)cc(COc3ccc(NC(=O)c4cccc(F)c4)cc3)nc2s1	1%	0%	-8%
O=C(NCc1cccc(C(F)(F)F)c1)c1cc(Cl)ccc1Cl	-1%	0%	?

Limited to DT40 TDP1 no CPT, for 2 of the compounds above:
compound | DT40 TDP1 no CPT
CCOC(=O)Cn1nc(C)cc1NC(=O)c1ccncc1 | 1%
CCN(CC)C(=O)C1=C(C)NC(=S)NC1c1ccc(C)s1 (stereo unspecified) | 0%

(continued)
SMILES	TDP1 inh	GCN5L2 inh	DT40 TDP1 no CPT
Cc1ccc(C(=O)NCCc2c[nH]c3ccccc23)c(C)c1	nt	-1%	-44%
C/C=C1/C2C=C(C)CC1(N)c1ccc(=O)[nH]c1C2 (stereo unspecified)	5%	5%	nt
CCOc1ccccc1C(=O)NCC(=O)Nc1ccc2c(c1)OCO2	1%	-3%	-7%
COc1ccc(N2CC(C(=O)N[C@@H](CC(C)C)C(=O)NC3CCCC3)CC2=O)cc1 (stereo partly specified)	5%	-2%	-30%
Cc1cccc(CNC(=O)c2ccc3c(c2)N(C)CCS3)c1	4%	?	?
CCN1CCN(C(CNS(=O)(=O)c2ccccc2)c2ccccc2)CC1 (stereo unspecified)	2%	1%	10%
CCOc1ccccc1CNC(=O)C1CCN(S(=O)(=O)c2c(C)noc2/C=C/c2ccc(C)cc2)CC1	2%	-11%	-28%
CC(NCc1ccco1)C(=O)N1CCc2ccccc2C1 (stereo unspecified)	2%	-4%	-8%
CCOC(=O)c1nnn(-c2nonc2N)c1CSc1ccc(C)cc1	-6%	-1%	?
CCCn1cnnc1CNC(=O)C1CCC(=O)N(CCc2ccc(OC)cc2)C1 (stereo unspecified)	0%	0%	19%
COC(=O)C1=C(C)NC(=O)C1(Nc1ccc(Cl)cn1)C(F)(F)F (stereo unspecified)	3%	-14%	-1%
CSc1ncc(Cl)c(C(=O)Nc2cccc3ccccc23)n1	-2%	-1%	1%
Cc1ccc(C(=O)Nc2cccc(-c3ccc(N4CCOCC4)nn3)c2)cc1[N+](=O)[O-]	nt	2%	?
O=C(NCc1cccc(Cl)c1)c1cnn2c1NC(c1ccco1)CC2C(F)(F)F (stereo unspecified)	3%	-4%	16µM*
Cc1ccc(N2NC(=O)/C(=C/c3ccc(-c4ccc(Cl)c(C(=O)O)c4)o3)C2=O)cc1	8%	-2%	2%
O=C(COc1ccccc1)OCC(=O)c1ccc(O)cc1O	-11%	-5%	0%
COc1ccc(Cl)cc1NC(=O)CSC1=NN2CCCC(=O)N=C2S1	-5%[0.0935 µM]	-1%	12µM*
Cc1ccc2c(c1)Sc1c(ccc3ccccc13)N2	11%	-7%	?
COC(=O)c1ccc(NC(=O)CSc2n[nH]c(CC(C)C)n2)cc1	nt	-5%	5%
COc1ccc(CN2CCN(c3ccc(F)cc3)CC2)c(OC)c1OC	5%	0%	?
O=C(CC1C(=O)NCCN1Cc1cccc(C(F)(F)F)c1)NCCc1cnccn1 (stereo unspecified)	1%	0%	-4%
Cc1cccc(OCc2nnc(SCC(=O)O)n2Cc2ccccc2)c1	4%	-4%	3%
CCCC[N+](C)(C)CCC(=O)NC(C)(C)CS(=O)(=O)[O-]	-5%	-14%	-6%
Cc1cc(C(=O)OCC(=O)N2C(C)CCCC2C)c(C)o1 (stereo unspecified)	2%	0%	-27%
Cc1nnsc1Sc1ccccn1	1%	-4%	4%
Cc1cccc(N/C=C(\[N+](=O)[O-])S(=O)(=O)c2ccccc2)c1	6%	-8%	?
Cc1ccccc1-c1nc(CN2CCC(C(=O)NCc3ccc(F)cc3)CC2)c(C)o1	2%	-8%	21µM*
Cc1ccccc1S(=O)(=O)Nc1nc2ccccc2nc1Cl	-3%	5%	-20%
O=C(NC1CCCC1)c1ccc(Cl)s1	-2%	-15%	-9%
CCOC(=O)C1=C(C)N=c2s/c(=C\c3cccn3C)c(=O)n2C1c1cccc(OC)c1OC (stereo unspecified)	2%	-2%	21µM*
COc1ccc(-n2cnc3cc(C(=O)NC4CCCCCC4)ccc32)cc1	3%	-8%	?
COc1ccc(NC(=O)C(CC(C)C)NC(=O)C2CCC(C)CC2)cc1 (stereo unspecified)	5%	-1%	-27%
COC(=O)COc1ccc(S(=O)(=O)Nc2ccccc2SC)cc1	2%	2%	?
CSc1nc2cc(C)nn2c(-c2ccccc2)c1C#N	0%	1%	-1%
CCOC(=O)CCn1c(=O)c2cccn2c2cccnc21	3%	-6%	-6%
CCN1C(=O)/C(=C\c2nc3ccccc3c(=O)n2CC)c2ccccc21	4%	3%	29µM*
COc1ccc(CN2CCN(Cc3c[nH]c4ccccc34)CC2)cc1	nt	4%	13µM*
CC(C)CCCN1C(Nc2ccccc2)=NC[C@@H]1C	nt	-17%	-16%
Cn1c(CSc2nc3ccccc3s2)nnc1SCC(=O)NCCCN1CCOCC1	4%	1%	1%
COCCNC(=O)CCCn1c(=O)c2ccccc2n(Cc2ccccc2C#N)c1=O	nt	-6%	15%
CCc1ccc(Cn2c(CNS(=O)(=O)c3ccc([N+](=O)[O-])cc3)nc3cccnc32)cc1	8%	8%	?
Fc1ccc(CNc2ncccn2)cc1	3%	-2%	-13%
COc1ccc(Nc2nc(NCc3ccco3)nc(N/N=C/c3ccc(O)cc3)n2)cc1	-5%	-21%	?
CCN1C(=C2C(=O)c3ccccc3C2=O)C=Cc2ccccc21	10%	-8%	-20%
O=C(O)c1cc(O)ccc1NC(=O)c1cccc2ccccc12	5%	-8%	-19%
COCC(=O)NC1(c2nnnn2CCOC(=O)Nc2ccc(Cl)cc2)CCCCC1	2%	-4%	-19%
O=C(OCC(=O)N1CCN(c2ccccc2)CC1)c1ccc(Cl)nc1	4%	-2%	?
OC(CNc1nc(C(F)(F)F)nc2ccccc12)c1ccccc1 (stereo unspecified)	nt	-4%	?
CC(C)Cn1c2c(c(=O)[nH]c1=O)C(C(F)(F)F)(C(F)(F)F)N=C(CCC1CCCCC1)N2	5%	0%	4.1µM*
COc1nc(NCc2cccnc2)nc(OC)n1	-8%	-10%	-9%

Whole records as entered above. Screens in order: TDP1 inh, GCN5L2 inh, DT40 TDP1 no CPT
COC(=O)COc1ccc(S(=O)(=O)Nc2ccccc2SC)cc1 as listed: 2%, 2%, ?
Cc1cc(C)nc(NC(=O)c2ccc(Cl)cc2Cl)n1 as listed: 3%, -10%, 21%
Cc1cccc(N/C=C(\[N+](=O)[O-])S(=O)(=O)c2ccccc2)c1 as listed: 6%, -8%, ?
COC(=O)c1ccc2c(=O)sc(N3CCC(C(N)=O)CC3)nc2c1 as listed: 2%, -21%, 0%

Following part
SMILES	TDP1 inh	GCN5L2 inh	DT40 TDP1 no CPT
Cc1ccc(C)c(N(CC(=O)N(C)C)S(C)(=O)=O)c1	9%	0%	-5%
CCn1c(SCC(=O)NCC2CCCO2)nnc1-c1ccc(Cl)cc1 (stereo unspecified)	-5%	-2%	5%
Cc1ccc2occ(-c3nn[nH]n3)c(=O)c2c1	-3%	-5%	3%
Cc1ccc(C)c(Cn2nc3c4ccccc4n(Cc4ccccc4)cc-3c2=O)c1	nt	-1%	?
COCCNc1c(-c2ccc(O)cc2)nc2ccc(Cl)cn12	2%	-4%	-101%
CC(=O)Nc1ccc2nc(-c3cccs3)[nH]c2c1	6%	-24%	-18%
CCCCC1=CC2=C(c3ccco3)C(=O)C(C)(OC(=O)c3ccc(OC)cc3)C(=O)C2=CN1Cc1ccc2c(c1)OCO2 (stereo unspecified)	6%[12.3 µM]	-16%	13µM*
O=C(CN1C(=O)NC2(CCCC2)C1=O)NCc1cccc(Cl)c1	-1%	4%	-17%
COC(=O)Cc1ccc(NC(=S)NCc2ccc(Cl)cc2)cc1	1%	4%	?
COC(=O)N/N=C(\C)c1ccc(C)c([N+](=O)[O-])c1	1%	0%	?
CCNc1ccc(C(=O)OCC(=O)NCCN2C(=O)CSC2=O)cc1[N+](=O)[O-]	1%	-15%	5%
CCOC(=O)c1cc(C(=O)OCC)cc(-n2c(C)cc(C(=O)CN3CCOCC3)c2C)c1	-3%	-1%	-18%
CCCCOc1ccc(CNC(=O)Cn2ncn3c(cc4cc(F)ccc43)c2=O)cc1	-1%	-3%	-13%
NC(=O)c1ccccc1NS(=O)(=O)c1ccc(S(=O)(=O)N2CCCC2)cc1	-1%	-7%	4%
COc1ccc(NC(=S)NC(=O)CC(C)C)c(OC)c1	3%	-4%	-9%

Some of the compounds tested; the hit share may differ from the screen's.
